NPYLR7 ag: agonists of mosquito NPYLR7 receptor, primary screen, cell-based, Aedes aegypti, calcium fluorescence, mosquito biting behavior; Aedes aegypti neuropeptide Y-like receptor 7 (NPYLR7); HEK293T NPYLR7/Galpha15, GCaMP6s calcium fluorescence; activation, % at 10 µM; 0.15% of 270,000 active; in the data active = activation above about 40%;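 also: 0% = vehicle and 100% = reference agonist at the receptor; some compounds past the cut are filed as inactive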
mcGAS inh: cyclic GMP-AMP synthase inhibitors, mouse, primary biochemical chemiluminescence | Q8C6L5 | recombinant cGAS, Kinase-Glo ATP depletion luminescence | inhibition, % at 12.5 µM | 0.15% of 160,000 active | AID 1259399, 2018;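 also: 0% = negative control wells and 100% = reference inhibitor with no enzyme activity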
hcGAS lum: Primary biochemical luminescence assay for human cyclic GMP-AMP synthase inhibitors | 0.081% of 290,000 active | AID 1259398, 2018 | inhibition, % at 12.5 µM | Q8N884 | recombinant h-cGAS, ATP depletion, Kinase-Glo luminescence;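 also: 0% = vehicle reaction and 100% = reaction without DNA for no activity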
Target sequence (Q8N884 whole entry, looked up): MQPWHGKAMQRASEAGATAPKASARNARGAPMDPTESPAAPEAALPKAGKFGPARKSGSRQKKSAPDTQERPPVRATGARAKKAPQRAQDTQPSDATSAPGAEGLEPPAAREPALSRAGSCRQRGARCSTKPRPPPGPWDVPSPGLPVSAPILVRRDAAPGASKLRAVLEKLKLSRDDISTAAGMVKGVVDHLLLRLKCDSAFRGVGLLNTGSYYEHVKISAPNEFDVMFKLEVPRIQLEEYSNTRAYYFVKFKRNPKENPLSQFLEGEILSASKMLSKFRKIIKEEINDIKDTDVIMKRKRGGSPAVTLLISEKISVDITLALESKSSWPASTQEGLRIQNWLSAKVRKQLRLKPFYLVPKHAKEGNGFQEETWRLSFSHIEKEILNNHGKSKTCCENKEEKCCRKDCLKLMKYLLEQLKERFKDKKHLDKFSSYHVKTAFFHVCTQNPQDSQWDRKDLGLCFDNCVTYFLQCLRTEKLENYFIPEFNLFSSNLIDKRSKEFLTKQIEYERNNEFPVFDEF
* hit, by the source's call; nt = not tested or not shown; & = joins results of further samples. Rule as the data show it, unless noted: active = inhibition above about 40%; inactive = the rest. No enrichment for hits, and some 0.26% of all compounds hit somewhere here.

Fields – mcGAS inh, NPYLR7 ag, hcGAS lum
> C=CCn1c(=O)c2c(nc3n(-c4ccc(OCC)cc4)c(C)cn23)n(C)c1=O
 : nt, 0.4, 5.5
> O=C(c1cnc2ccccn2c1=O)N1CCCC(N2CCN(c3ccc(F)cc3)CC2)C1 (centres undefined)
 : nt, -0.8, -9.4
> Cc1nc2sc3c(c2c(=O)n1NC(=S)NC(=O)C12CC4CC(CC(C4)C1)C2)CCCC3
 : -3.2, 2.7, -4.6
> Nc1c(C(=O)Nc2cc(Cl)cc(Cl)c2)c2ccccn2c1C(=O)c1ccccc1
 : -8.9, -2.7, -6.2
> Cn1nnnc1SCCNC[C@]1(O)CCCN2CCCC[C@@H]21
 : nt, 25.2, -4.1
> CCOc1ccc(Cc2nnc(SCC(=O)Nc3c(C)cccc3C)[nH]c2=O)cc1
 : -3.8, -10.2, 0.9
> C=C(C)Cn1c(Sc2ccccc2)nc2c1c(=O)[nH]c(=O)n2C
 : nt, 4.6, -5.3
> c1cncc(-c2nnc(SCc3cccc4ccccc34)o2)c1
 : nt, 0.4, -8.1
> COc1ccccc1CN1CN(S(=O)(=O)c2ccccc2)c2nc3ccccc3nc21
 : -5.0, -1.6, -3.2
> Nc1cn2c(=O)c3ccccc3[nH]c2c1-[n+]1ccccc1
 : -5.8, 6.7&0.1, -7.0&-5.2
> CCCOc1ccccc1C(=O)N1CCCC(Nc2ccccc2)C1 (centres undefined)
 : -13.7, -0.4, -3.8
> Cc1cscc1S(=O)(=O)c1ccccc1
 : nt, -0.6, -2.3
> CC(=O)N(CC(C)C)CC1CN(Cc2ccccc2[N+](=O)[O-])CC1c1cccc(F)c1 (centres undefined)
 : nt, 2.0, -18.0
> COC(=O)C(NC1CCSCC1)c1cccc(C)c1 (centres undefined)
 : -14.5, nt, -5.2
> CCN(CC(=O)NC(C)(C)C)C(=O)NC(C)c1ccncc1 (centres undefined)
 : 2.6, -7.3, 3.7
> O=C1CSC(c2ccc(Cl)c(Cl)c2)N1CCO (centres undefined)
 : 0.0, 0.0, -3.4
> Cc1ccc(CN(C)Cc2cn(-c3ccccc3)nc2-c2ccc3c(c2)OCO3)o1
 : 0.4, -1.7, 4.6
> CC(NC(=O)C1COc2ccccc21)C1(N2CCOCC2)CCCC1 (centres undefined)
 : nt, -5.5, -2.8
> C=CCCOC(=O)N1CC(=O)N(Cc2ccc(C)cc2)CC(OC)C1 (centres undefined)
 : -7.7, 1.7, -5.4
> Cc1nn(C)c(C)c1/C=C/c1nc2ccccc2c(=O)[nH]1
 : nt, -11.0, -8.6
> CNC(=O)[C@@]1(OCc2cccc(C)c2)CC(OCc2c(F)cccc2F)[C@@H]2OC(C)(C)O[C@@H]2C1 (some centres undefined)
 : -5.1, 15.7, -6.6
> Clc1ccc(Cn2cc(Br)cn2)cc1Cl
 : -8.0, 3.3, -4.6
> COc1ccc(/C=C2\C=C(c3ccccc3)N(c3ccccc3Cl)C2=O)cc1
 : -5.3, -1.0, -4.4
> Cc1ccc(C(=O)Nc2c(N)nc(SCC(=O)Nc3ccc(C)cc3C)[nH]c2=O)cc1
 : -6.1, -11.1, -5.4
> Cc1nc(NC(=O)c2csc(-c3cc4ccccc4[nH]3)n2)sc1C(=O)N(C)C
 : nt, 9.1, 9.1
> Cc1c(C(=O)NCc2ccc([N+](=O)[O-])cc2)sc(=O)n1Cc1ccc(-c2ccccc2)cc1
 : nt, 9.8, -8.9
> O=C(CC1Sc2ccc(Cl)cc2NC1=O)NC1CCOc2ccccc21 (centres undefined)
 : nt, -4.4, 0.0
> O=S(=O)(NCCc1csc2nc(-c3ccccc3F)nn12)c1ccc(Cl)cc1
 : -7.8, 0.7, -7.4
> CCCCCn1c(N2CCN(Cc3ccc(Cl)cc3)CC2)nc2c1c(=O)[nH]c(=O)n2C
 : nt, 9.5, -7.6
> Cc1ccnn1CCC(=O)N1CCCC(N2CCN(c3cccc(Cl)c3)CC2)C1 (centres undefined)
 : nt, -3.7, 4.2
> O=C(c1cn[nH]n1)N1CCC(c2c(-c3ccccc3)[nH]c3ccccc23)CC1
 : nt, -0.4, 0.3
> CC(NC(C)C1CC2CCC1C2)C(=O)N(C)Cc1cccc(F)c1 (centres undefined)
 : nt, 1.3, 5.5
> Cc1cccc(N2CCN(C(=O)CC(C)C)C(C)C2=O)c1 (centres undefined)
 : -3.9, -2.4, -3.6
> COCCNC(=O)CN1Cc2ccc(N3CCOCC3)nc2C1=O
 : -6.8, -0.1, -3.3
> Cc1ccccc1-c1nc(OCC(C)C)nn1-c1ccc(NC(=O)c2cccs2)cc1
 : -5.8, nt, -9.4
> Cn1cc(/C=C/C(=O)NCc2n[nH]c(=O)[nH]2)c2ccccc21
 : nt, -0.8, -3.1
> CCOC(=O)CNC(=O)CSc1c(CC)cnc2c1c(=O)n(C)c(=O)n2C
 : -8.3, 5.7, -7.6
> CC(=O)NCCn1cnc(-c2ccccc2)c1CCn1cccn1
 : -16.7, 0.6, -4.0
> CCC(C)N(Cc1cccnc1)C(=O)CCN(C)S(C)(=O)=O (centres undefined)
 : -17.1, 28.7, -3.1
> CN(C)c1nc(N)c(C(=O)Nc2cccnc2)nc1Cl
 : nt, -14.7, 2.5
> Cc1occc1SCc1ccc(C(=O)N2C3CCC2CC(Oc2ccc(F)cc2F)C3)cc1 (centres undefined)
 : -6.1, 29.4, -1.2
> CCOC(=O)C1(CC2CC2)CCN(Cc2ccc(SC)cc2)CC1
 : nt, 14.3, -13.6
> COC(=O)C(C)(NC(=O)Cn1cnnn1)c1cc(F)ccc1F (centres undefined)
 : nt, 1.2, -10.4
> Cc1ccc(C2CC2C(=O)NS(=O)(=O)c2ccc(F)cc2)s1 (centres undefined)
 : nt, -2.2, -3.5
> Cn1ccnc1SCCN1CC2(CCOC2)CCC1=O (centres undefined)
 : -4.9, nt, -14.5
> Cc1nc(S(=O)(=O)N2CCOC3(CCCC3)C2)cn1C
 : nt, 6.9, -3.7
> N#Cc1cccc(NCc2nc(-c3cccs3)no2)c1
 : nt, 8.3, -5.0
> Cc1cccc(=O)n1CCCn1cc(-c2ccc3c(c2)OCCO3)nn1
 : nt, 4.1, -4.4
> Cc1nc2c(c(=O)[nH]1)CCN(C(=O)c1cc3c(C(F)(F)F)nn(C)c3s1)C2
 : nt, 6.1, -5.0
> Cc1ccc(NC(=O)C2C3CCC(O3)C2C(=O)O)cc1C (centres undefined)
 : -4.1, 7.1, -4.8
> Brc1cccc(C2(NCc3nc(C4CC4)no3)CCOCC2)c1
 : nt, 5.6, -8.5
> CCCc1cc(=O)[nH]c2nnc(SCC)n12
 : -7.3, -14.7, -6.7
> CN(C)CCNC(=O)c1nnc(N2CCN(c3ccccc3F)CC2)c2ccccc12
 : nt, 5.0, -0.2
> COc1ccccc1OCC(=O)NN1S(=O)(=O)c2ccccc2S1(=O)=O
 : -5.5, 2.5, -13.3
> CC(=O)c1ccc(N=Cc2nc(-c3ccccc3F)oc2O)cc1
 : -3.4, 10.1, -4.2
> CC(=NNc1nc(C)nc2sc3c(c12)CCC3)c1ccncc1
 : nt, -5.8, -1.5
> O=C(CCC(F)(F)F)N1CCC(CO)(CCc2ccccc2)CC1
 : nt, 4.6, -4.3
> O=C(c1ccc(Cl)c([N+](=O)[O-])c1)N1CCc2nc(Cc3cccc(F)c3)nc(N3CCOCC3)c2C1
 : -5.7, nt, -12.3
> CC(=O)Nc1ccc(Cl)c(C(=O)N(C)C2Cc3ccccc3C2)c1
 : -16.6, 25.8, -5.5
> Cc1noc(-c2ccc(OC(F)(F)F)cc2)c1C(=O)N(C)CCc1ccccn1
 : -9.1, 8.4, -5.2

Full records as entered above. Values in the order: mcGAS inh | NPYLR7 ag | hcGAS lum
`O=C(c1cn[nH]n1)N1CCC(c2c(-c3ccccc3)[nH]c3ccccc23)CC1` in the list: nt | -0.4 | 0.3
`Cc1ccccc1-c1nc(OCC(C)C)nn1-c1ccc(NC(=O)c2cccs2)cc1` in the list: -5.8 | nt | -9.4

New compounds follow.
Fields – mcGAS inh, NPYLR7 ag, hcGAS lum
> CCCN1CC(NC(=O)CCc2ccccc2C)CC1=O (centres undefined)
 : 0.0, -17.3, 0.1
> Cc1c(C(=O)N(C)Cc2ccc(F)cc2)sc(=O)n1CC(=O)c1ccc(N2CCCC2)cc1
 : nt, 12.4, -7.8
> Cc1ccc(-n2ncc3c(C(C)C)nn(CC(=O)NC(C)(C)C)c(=O)c32)cc1C
 : nt, -1.3, -6.9
> Cc1nn(C)c(C)c1C(C)NC(=O)c1cc(COc2ccc(F)c(F)c2)on1 (centres undefined)
 : nt, 3.4, -11.1
> O=C(CNCc1c(Cl)nc2ccccn12)N1CCCCC1
 : nt, 2.0, 1.6
> CCOC(=O)C(C)Sc1ccc2nnc(CCNS(=O)(=O)c3ccc(C)cc3)n2n1 (centres undefined)
 : -6.3, -10.9, -3.5
> CCNC(=O)[C@H]1CC[C@@](C)(C(=O)NCCc2nc3c(C)cccc3[nH]2)C1(C)C
 : nt, 3.0, -4.8
> O=S(=O)(c1ccc(I)cc1)N1CCSC1c1ccco1 (centres undefined)
 : nt, 7.8, -1.5
> Cc1cc(C=C(C#N)C(=O)OCC(=O)NC2CCCCCCC2)c(C)n1CCC(C)C
 : nt, 3.7, -5.3
> CC(=O)C1=C(C(F)(F)F)N(c2ccccc2)C(=S)NC1c1ccccc1 (centres undefined)
 : nt, -0.7, -11.2
> Cc1ccc(Cl)cc1Nc1ncccc1C(=O)NCCC1=CCCCC1
 : -4.7, -2.0, -9.8
> COCCCN(Cc1ccc(Br)cc1)Cc1cccn1Cc1cccc(C)c1
 : -2.7, 1.2, 2.2
> CCCNC(=O)COc1coc(CN2CCN(c3ccc(F)cc3)CC2)cc1=O
 : -6.6, 3.1, -4.1
> COCc1c(Br)c(C)nc(OCC(=O)N/N=C\c2ccc(F)cc2)c1C#N
 : -4.6, -8.3, -4.0
> O=C(Nc1ccc(Cl)cn1)c1ccc(COCC(F)(F)C(F)F)o1
 : nt, -17.2, -6.8
> COc1ccc2nc(-c3ccccc3)nc(NCCN3CCCC3)c2c1
 : -4.9, -1.8, 2.2
> CO/N=C(/C(=O)N[C@@H]1C(=O)N2C(C(=O)O)=C(COC(N)=O)CS[C@H]12)c1ccco1
 : -5.0, 9.9, -3.1
> Cc1ccc(C(=O)Nc2ccc(NC(=O)C3CCNC3)cc2)o1 (centres undefined)
 : nt, -2.9, -0.4
> Cc1cccc(Cn2c(=O)c(C(=O)N3CCN(C)CC3)nn(-c3ccc(C)c(Cl)c3)c2=O)c1
 : -4.5, 16.1, -3.7
> CCOCCC(=O)NCC(C)c1ccc(C)cc1 (centres undefined)
 : nt, -2.5, -10.7
> CCn1cc(C)c(C(=O)O)c1CC(=O)N1CCC(N2CCCCC2)CC1
 : 0.7, nt, 7.6
> CSc1ncc(CN2CCN(Cc3ccccc3C)C(CCO)C2)cn1 (centres undefined)
 : -11.1, 10.7, -9.1

Exported field by field: two of the compounds above.
CCOCCC(=O)NCC(C)c1ccc(C)cc1 (centres undefined)
- mcGAS inh = nt
- NPYLR7 ag = -2.5
- hcGAS lum = -10.7
CCn1cc(C)c(C(=O)O)c1CC(=O)N1CCC(N2CCCCC2)CC1
- mcGAS inh = 0.7
- NPYLR7 ag = nt
- hcGAS lum = 7.6

3 compounds out of the list, ordered by molar mass, ascending.
Fields – mcGAS inh, NPYLR7 ag, hcGAS lum
> CCn1cc(C)c(C(=O)O)c1CC(=O)N1CCC(N2CCCCC2)CC1
 : 0.7, nt, 7.6
> Cc1ccc(Cl)cc1Nc1ncccc1C(=O)NCCC1=CCCCC1
 : -4.7, -2.0, -9.8
> COCc1c(Br)c(C)nc(OCC(=O)N/N=C\c2ccc(F)cc2)c1C#N
 : -4.6, -8.3, -4.0

Some of the entries so far, with each value named:
structure: CCNC(=O)[C@H]1CC[C@@](C)(C(=O)NCCc2nc3c(C)cccc3[nH]2)C1(C)C
  mcGAS inh = nt	NPYLR7 ag = 3.0	hcGAS lum = -4.8
structure: Cc1c(C(=O)N(C)Cc2ccc(F)cc2)sc(=O)n1CC(=O)c1ccc(N2CCCC2)cc1
  mcGAS inh = nt	NPYLR7 ag = 12.4	hcGAS lum = -7.8
structure: CCCNC(=O)COc1coc(CN2CCN(c3ccc(F)cc3)CC2)cc1=O
  mcGAS inh = -6.6	NPYLR7 ag = 3.1	hcGAS lum = -4.1
structure: CCCN1CC(NC(=O)CCc2ccccc2C)CC1=O (centres undefined)
  mcGAS inh = 0.0	NPYLR7 ag = -17.3	hcGAS lum = 0.1

Screening results (PubChem BioAssay)
